Source: PubChem
Rab9 promoter act = qHTS Assay for Rab9 Promoter Activators; Potency, µM (top dose mostly 9.22 µM), inactives show at the top dose activation, negative = inhibition, most hits filed as activators; AID 485297, 2010; 320,000 tested, 2.8% active; Huh7 Rab9 promoter-luciferase reporter, luminescence, 24 h; further: % of control where 0% means no effect; nearly all actives have a fitted effect of over 60% in size
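Quantitative HTS format; Huh7 Rab9-luciferase reporter cells (1500/well) receive compound 2 h post-plating, incubate 24 h at 37 °C, then get luciferase reagent for 10 min before luminescence reading.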
CXXC DNA block = qHTS Fluorescence Polarization Assay for Inhibitors of MLL CXXC domain - DNA interaction | Potency, µM (doses to about 115 µM), without a hit: at the highest dose activity change, negative = inhibition, most hits filed as inhibitors | 290,000 tested, 0.037% active | Histone-lysine N-methyltransferase 2A (Homo sapiens), Q03164 | MLL-CXXC / FITC-HOXA9 DNA fluorescence polarization; active means well fitted inhibition curve with a large enough effect in the polarisation, with a control signal flat, not every such curve was filed as active; inconclusive means small, poorly fitted or top-dose-only effect, or effect the other way, or a change in a side signal; inactive means no such curve, though single readings can be large or run the other way; the % refers to the polarisation
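Fluorescence polarization: 7 uM MLL-CXXC (stock) preincubated 5 min with compounds, then 50 nM fluorescein-HOX-A9 DNA (stock) added; 30 min ambient. Buffer 50 mM Tris-HCl pH 7.5, 50 mM NaCl, 1 mM DTT, 0.05% BSA.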
NPC1 prom act = qHTS Assay for NPC1 Promoter Activators; Huh7 NPC1 promoter luciferase reporter, 24 h; Potency, µM (highest dose often 9.22 µM), for inactives: at the top dose activation, actives largely listed as activators; 320,000 tested, 2.4% active;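 further: % of control where 0% means no effect; nearly all actives have a fitted effect of over 60% in size; reporter is driven by a mutant NPC1 promoter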
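Luciferase expression driven by the NPC1 promoter was measured in stably transfected Huh7 cells after a 24 h compound incubation, using a luciferase reagent and a luminescence read.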
uPA generation = qHTS for Inhibitors of Cell Surface uPA Generation; cell surface uPA generation assay, qHTS; Potency, µM (doses to about 38.3 µM), inactives show at the top dose activity change, negative = inhibition, actives largely listed as inhibitors; 330,000 tested, 0.31% active; AID 540303, 2011; active means well fitted inhibition curve with a large enough effect; inconclusive means small, poorly fitted or top-dose-only effect; inactive means no such curve, though single readings can be large or run the other way; tested in mouse RAW 264.7 cells; further: on the % scale 0 is the no-effect control and ±100 the full control effect; nearly all actives have a fitted effect of over 55% in size
p53 reactivator = qHTS assay for re-activators of p53 using a Luc reporter; H1299 p53-A138V BP100-luciferase reporter, luminescence, 24 h; Potency, µM (top dose mostly 92.2 µM), for the others: at the top dose activity change, positive = activation, usual class: activators; 320,000 tested, 0.063% active; further: % of control where 0% means no effect; nearly all actives have a fitted effect of over 45% in size
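H1299 (p53-null), stable ts p53-A138V + BP100-Luc; 1000 cells/well, Opti-MEM/10% FBS; cpd 4 pt, 1:5; 24 h, 37 deg C, 5% CO2; detection reagent 10 min RT; luminescence.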
BRCA1 expr up = qHTS Assay to Identify Small Molecule Activators of BRCA1 Expression; 380,000 tested, 1.1% active; Potency, µM (highest dose often 46.1 µM), inactives show at the highest dose activation, most hits filed as activators; MCF7-BRCA1-FFLuc reporter, luminescence, 48 h; response scale: scaled: vehicle 0%, 10 µM genistein 100%; further: nearly all actives have a fitted effect of over 80% in size; some results filed as inactive show a strong effect at the top dose
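Cells: MCF7-BRCA1-FFLuc, 2000/well. Exposure: 48 h, 37 °C, 5% CO2. Read: luminescence, 15 min post-substrate. Controls: genistein 10 microM (maximal activation), DMSO (neutral).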
Gal4-VP16 FLuc = VP16 counterscreen qHTS for inhibitors of ROR gamma transcriptional activity; Drosophila S2 Gal4-VP16 UAS-luciferase, luminescence, 20 h; Potency, µM (titrated, usually from 53.6 µM), inactives show top-dose activity, negative = inhibition, most hits filed as inhibitors; 310,000 tested, 3.5% active; AID 2546, 2010;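 further: Gal4-VP16 expression switched on by copper sulfate through the metallothionein promoter; on the % scale 0 is the no-effect control and ±100 the full control effect; nearly all actives have a fitted effect of over 50% in size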
MBNL1-CUG inh = qHTS Assay for Inhibitors of MBNL1-poly(CUG) RNA binding; 280,000 tested, 0.036% active; TR-FRET MBNL1-His/biotin-(CUG)12 binding, 665/545 ratio; AID 2675, 2010; Potency, µM (highest dose often 57.5 µM), for inactives: top-dose activity change, negative = inhibition, actives largely listed as inhibitors; Muscleblind-like protein 1 (Homo sapiens), Q9NR56; active means well fitted inhibition curve with a large enough effect in the signal ratio, with a control signal flat, not every such curve was filed as active; inconclusive means small, poorly fitted or top-dose-only effect, or effect the other way, or a change in a side signal; inactive means no such curve, though single readings can be large or run the other way; the % refers to the signal ratio; further: on the % scale 0 is the no-effect control and ±100 the full control effect
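MBNL1-His + Biotin-(CUG)12, cpd titration 92 nM–58 uM; Tb anti-His Ab 0.055 ng/ul, SA-XL665 5 nM (final); 60 min RT; ratiometric 665/545 nm, Ex 340 nm; normalized to buffer and full-complex controls.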
FLuc counter = qHTS profiling assay for firefly luciferase inhibitor/activator using purifed enzyme and Km concentrations of substrates (counterscreen for miR-21 project); AID 588342, 2011; purified FLuc, Km substrates, luminescence inhibition; Potency, µM (series often up to 57.5 µM), without a hit: at the top dose activity change, negative = inhibition, most hits filed as inhibitors; Luciferin 4-monooxygenase (Photinus pyralis), P08659; 360,000 tested, 6.9% active;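 further: plate controls were vehicle for no effect and reference inhibitor for full effect; nearly all actives have a fitted effect of over 55% in size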
Target sequence (P08659 whole entry, looked up): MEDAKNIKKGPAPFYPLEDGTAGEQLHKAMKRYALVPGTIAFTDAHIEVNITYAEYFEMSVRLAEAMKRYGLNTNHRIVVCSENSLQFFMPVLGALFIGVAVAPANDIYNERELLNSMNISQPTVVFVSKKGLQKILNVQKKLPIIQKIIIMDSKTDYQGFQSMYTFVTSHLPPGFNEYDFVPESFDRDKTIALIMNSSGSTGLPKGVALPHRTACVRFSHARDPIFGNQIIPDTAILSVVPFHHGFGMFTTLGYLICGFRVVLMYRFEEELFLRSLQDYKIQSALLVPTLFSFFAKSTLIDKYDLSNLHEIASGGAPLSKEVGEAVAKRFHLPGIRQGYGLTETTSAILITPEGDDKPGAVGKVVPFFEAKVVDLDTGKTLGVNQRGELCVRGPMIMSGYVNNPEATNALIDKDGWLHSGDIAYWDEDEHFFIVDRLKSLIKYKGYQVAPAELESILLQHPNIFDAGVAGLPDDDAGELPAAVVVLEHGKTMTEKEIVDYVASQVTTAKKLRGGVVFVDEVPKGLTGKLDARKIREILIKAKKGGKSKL
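Biochemical qHTS of compounds, final roughly 60 µM downward over six points, against 10 nM purified firefly luciferase using Km concentrations of substrates (10 uM D-luciferin, 10 uM ATP) in Tris acetate pH 7.5 buffer; luminescence output.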
ELG1 genotoxic = qHTS screen for small molecules that induce genotoxicity in human embryonic kidney (HEK293T) cells expressing luciferase-tagged ELG1; 330,000 tested, 1.3% active; HEK293T ELG1-luciferase reporter, luminescence, 16 h; AID 504466, 2011; Potency, µM (highest dose often 46 µM), for the others: top-dose activity change, positive = activation, actives largely listed as activators; further: % of control where 0% means no effect; nearly all actives have a fitted effect of over 60% in size
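HEK293T cells expressing luciferase-tagged ELG1 were exposed to compound or DMSO vehicle for 16 hr at 37 °C and 5% CO2. Luciferase activity was then measured with ONE-Glo after 30 min at room temperature.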
RORgamma inh = qHTS for inhibitors of ROR gamma transcriptional activity; Nuclear receptor ROR-gamma (Mus musculus), P51450; Drosophila S2 Gal4-RORgamma UAS-luciferase reporter, 20 h; Potency, µM (top dose mostly 53.6 µM), for the others: at the highest dose activity change, negative = inhibition, usual class: inhibitors; 310,000 tested, 5.4% active; AID 2551, 2010; further: on the % scale 0 is the no-effect control and ±100 the full control effect; nearly all actives have a fitted effect of over 60% in size
Target sequence (P51450 whole entry, looked up, the tested form may be a part): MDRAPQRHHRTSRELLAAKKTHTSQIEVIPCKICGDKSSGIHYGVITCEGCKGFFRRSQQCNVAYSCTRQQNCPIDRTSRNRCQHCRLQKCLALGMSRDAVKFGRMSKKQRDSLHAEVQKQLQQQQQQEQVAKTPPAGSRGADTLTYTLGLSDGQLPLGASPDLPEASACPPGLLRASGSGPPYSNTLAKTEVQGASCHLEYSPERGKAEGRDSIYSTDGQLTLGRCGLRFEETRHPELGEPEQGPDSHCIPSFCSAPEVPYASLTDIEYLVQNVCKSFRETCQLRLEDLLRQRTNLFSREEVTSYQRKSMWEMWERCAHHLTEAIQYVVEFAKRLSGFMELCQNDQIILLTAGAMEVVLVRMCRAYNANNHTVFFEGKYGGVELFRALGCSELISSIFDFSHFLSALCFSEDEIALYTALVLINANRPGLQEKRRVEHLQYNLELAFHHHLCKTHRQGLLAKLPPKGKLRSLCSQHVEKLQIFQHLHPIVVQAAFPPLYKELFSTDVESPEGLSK
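Luciferase reporter read in Schneider cells carrying Gal4-RORγ (mouse) and UAS-Photinus luciferase; cells given compound 1 h before 700 uM copper sulfate induction, then incubated 20 h at ambient temperature.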
Numbers without * were called inactive; ? = inconclusive; . = not tested or not shown; & = joins results of further samples; [ ] = dose if it differs, or a comment. Unless noted, the call rests on the fitted dose curve; in most records, active means well fitted curve in the direction sought with a large enough effect; inconclusive means small, poorly fitted or top-dose-only effect, or another doubt; inactive means no such curve, though single readings can be large; an effect the other way counts as inactive or inconclusive. Potency means the concentration at half of the fitted maximal effect. Not all compounds are listed; the hit share may differ from the screen's.

SMILES	Rab9 promoter act	CXXC DNA block	NPC1 prom act	uPA generation	p53 reactivator	BRCA1 expr up	Gal4-VP16 FLuc	MBNL1-CUG inh	FLuc counter	ELG1 genotoxic	RORgamma inh
COc1ccccc1N1CCN(C(c2cccs2)C(C)NC(=O)C(=O)N2CCCCC2)CC1 (stereo not given)	0%	-4%	-9%	8%	2%	2%	-5%	-4%	2%	0%	-21%
COc1ccc(CCNC(=O)CN2CCC(n3nnc4cc(F)ccc43)CC2)cc1OC	5%	8%	1%	6%	-3%	4%	-4%	-2%	-1%	-1%	15%
COc1ccc([C@H]2CC(=O)C=C(c3ccc(NC(C)=O)cc3)C2)cc1OC	-8%	.	-4%	5%	-19%	-8%	.	.	-2%	-1%	.
CCc1cccc(C)c1NC(=S)N(CCCN1CCOCC1)Cc1cccnc1	3%	0%	-2%	1%	1%	-4%	4%	-3%	0%	?	23%
COC(=O)CCNC(=O)c1ccc2[nH]c(C)c(C)c2c1	21%	0%	1%	0%	0%	0%	4%	-4%	?	9%	9%
CCOC(=O)c1c(NC(=O)C2CCCN(S(=O)(=O)c3ccc(C)cc3)C2)sc2c1CCCC2 (stereo not given)	-2%	1%	0%	1%	-12%	-11%	0%	-2%	-1%	3%	9%
COc1ccc(/C=N/NC(=O)c2ccn[nH]2)cc1Cn1nc(C)c([N+](=O)[O-])c1C	23%	-8%	15%	4%	2%	25%	-10%	21%	?	9%	?
COc1ccc(CN2CCC(CNC(=O)NC3CCCCC3)CC2)cc1	2%	6%	-4%	-2%	1%	22%	2%	-6%	-1%	3%	-8%
C=CCn1c(-c2ccco2)n[nH]c1=S	4%	2%	-7%	2%	4%	18%	?	6%	3%	2%	10µM*
Cc1ccc(S(=O)(=O)c2nc(S(C)(=O)=O)sc2N(C)C)cc1	1%	6%	0%	-4%	3%	-2%	9%	5%	3%	3%	-14%
Cc1ccc(NC(=O)C2CCC(CNC(=O)[C@@H]3Cc4ccccc4CN3)CC2)cc1 (stereo not given in full)	1%	5%	4%	?	11%	-18%	-14%	-6%	-10%	0%	-37%
Cn1nnc2c(N3CCCCC3)nccc21	7%	7%	15%	1%	4%	3%	3%	4%	-4%	10%	24%
CSc1ccccc1OCc1cc(C(=O)NCCC2CCCCO2)no1 (stereo not given)	14%	0%	?	5%	-1%	71%	28%	2%	?	8%	39%
CCc1ccc(NC(=O)Nc2cc(C(=O)NCC3CCCO3)ccc2N2CC3CC(C2)c2cccc(=O)n2C3)cc1 (stereo not given)	0%	-5%	-1%	-8%	2%	-1%	7%	0%	0%	1%[9.26 µM]	17%
CCSc1nnc(NC(=O)C2CCN(S(=O)(=O)c3cc(C(F)(F)F)ccc3Cl)CC2)s1	-4%	-4%	-2%	1%	2%	-5%	?	-10%	-2%	-1%	37%
COc1cc(/C=N\Nc2nc(-c3cccs3)c(NC(C)=O)s2)ccc1O	2%	2%	-2%	3%	7%	-24%	-18%	12%	7.6µM*	-3%	-7%
Cc1cc(C(F)(F)F)c(C#N)c(=O)[nH]1	-6%	7%	2%	1%	-3%	1%	-5%	13%	3%	2%	-32%
Cc1ccc(-n2ncc3c(SCc4cccc(C)c4)ncnc32)cc1	22%	-3%	21%	4%	11%	84%	16%	-2%	?	14%	-30%
CN1CC2(C)CN(C(c3ccccc3)c3ccccc3)CC(C)(C1)C2O (stereo not given)	3%	0%	-3%	-9%	-1%	-22%	-3%	-7%	0%	3%	10%
CCCc1cc(=O)[nH]c(SCC(=O)NC(=O)NC2CCCC2)n1	0%	.	-10%	-7%	-13%	-28%	.	.	0%	-5%	.
NCCCCN=C(N)N	4%[46.1 µM]	-7%	-1%[46.1 µM]	.	.	.	6%&0%	.	.	.	0%&-4%
CCOC(=O)C1=C(C)N=C2c3ccccc3C(=O)C2C1c1ccc(C)cc1 (stereo not given)	-1%	-24%	-5%	-3%	-5%	-21%	?	23%	-8%	0%	?
COc1ccc(CC(=O)N/N=C(\C)c2cccnc2)cc1	3%	3%	-1%	1%	7%	1%	1%	-4%	2%	4%	3%
CN(C)S(=O)(=O)c1cccc(NC(=O)c2sccc2-c2ccccc2)c1	2%	5%	-5%	-21%	1%	-33%	?	2%	-3%	?	?
Cc1c(CNCCC2=CCCCC2)c(C(=O)O)c(C)n1Cc1ccccc1	0%	2%	-1%	-30%	-2%	-18%	1%	1%	3%	-6%	19%
COc1ccc(OC)c(NC(=O)c2cc3n(n2)C(C(F)(F)F)CC(c2ccc4c(c2)OCO4)N3)c1 (stereo not given)	-4%	4%	-2%	.	13%	-75%	-13%	9%	0%	13%	5%
COc1ccc(-c2[nH]ncc2CN(C)C(C)c2ccon2)c(OC)c1 (stereo not given)	-1%	5%	-5%	9%	6%	-2%	6%	1%	-1%	0%	-20%
Cc1cccc(N2CCN(C(=O)Cc3ccccc3[N+](=O)[O-])CC2)c1C	30%	-1%	28%	-13%	-66%[inhibitor]	68%	-3%	?	?	?	43%
COCCN1C(=O)N[C@@H](c2cccc(F)c2)C(C(=O)OC)=C1C	-4%	2%	-2%	1%	5%	18%	-15%	-3%	-1%	3%	-3%
O=C(COc1ccc(/C=N/NC(=O)c2ccncc2)cc1)Nc1ccccc1	1%	20%	2%	-1%	?	-1%	-7%	10%	1%	-11%	6%
CCOC(=O)c1[nH]c(C)c(C(=O)Nc2cc(Cl)ccc2C)c1C	-26%	13%	-24%	.	11%	?	-3%	-7%	3%	?	-40%
O=[N+]([O-])c1ccc(N2CCN(C(=S)c3cccc([N+](=O)[O-])c3)CC2)cc1	-11%	1%	-6%	2%	-3%	9%	-7%	15%	-15%	-4%	4%
N#CCc1ccc(NS(=O)(=O)c2ccc(N3CCCC3=O)cc2)cc1	-5%	-4%	-1%	3%	2%	-2%	2%	4%	8%	-3%	33%
CC(C)(C)NCc1cc(Cl)ccc1OCc1cccs1	3%	-12%	1%	-4%	-16%	-18%	-22%	?	-1%	-12%	-3%
COc1ccc(/C=N/NC(=O)CN(C)S(=O)(=O)c2ccc(NC(C)=O)cc2)cc1	-4%	-2%	-5%	0%	2%	4%	-5%	4%	?	-3%	-7%
O=C1c2ccccc2-c2nc3ncnn3c(-c3ccccc3Cl)c21	4%	5%	-2%	-27%	-7%	-52%	-3%	?	9%	-5%	-30%
COc1cc2nc(NC(=O)c3ccc(Cl)cc3)sc(=O)c2cc1OC	0%	63%[activator]	7%	10%	0%	-4%	-3%	.	0%	6%	7%
O=C(CCN1C(=O)/C(=C/c2ccccc2)SC1=S)Nc1ccccn1	-4%	-4%	-1%	-1%	10%	-23%	-9%	6%	-12%	-2%	-33%
CN(CCc1ccccn1)S(=O)(=O)c1ccc(F)cc1	-2%	-7%	-2%	3%	2%	-16%	-12%	-5%	1%	-3%	21%
COc1cc(C(=O)NCC2CCCO2)ccc1OCc1c(C)noc1C (stereo not given)	-1%	0%	1%	2%	-2%	-14%	4%	-4%	1%	2%	-17%
COc1ccccc1CNC(=O)COC(=O)/C=C/c1ccc(OC(F)F)c(OC)c1	1%	.	1%	3%	-2%	-5%	.	.	1%	2%	.
CCOc1ccc(S(=O)(=O)N2CCOCC2)cc1NC(=O)CN1C(=O)NC(C)(c2ccccc2)C1=O (stereo not given)	-1%	.	-2%	1%	-3%	-15%	.	.	4%	2%	.
CCOC(=O)C1=C(C)NC(=S)NC1c1ccc(-c2cccc(Cl)c2C)o1 (stereo not given)	-12%	20%	-8%	-1%	5%	-43%	8.9µM*	5%	1%	-7%	4µM*
O=C(c1cc2ccccc2o1)N1CCN=C1SCc1cccc(F)c1	-4%	-14%	0%	4%	-3%	-7%	-2%	8%	-1%	-5%	15%
